Assay outcomes as filed in PubChem.
EP2 modulator = EP2 receptor modulators, cAMP readout, primary screen, cell-based, HTRF cAMP, PGE2 stimulation; Prostaglandin E2 receptor EP2 subtype (Homo sapiens), P43116; EP2-expressing cells, cAMP HTRF FRET, PGE2 co-stimulation; induction, % at 25 µM; 0.83% of 260,000 active;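 active = compounds whose cAMP rise, as percent of the full-agonist control response, exceeds 60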;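 also: rat C6 glioma line stably carrying human EP2 under a CMV promoter; the protocol text gives 20 µM as final concentration; 100% = response of wells given 1 µM PGE2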
Target sequence (P43116 whole entry, looked up): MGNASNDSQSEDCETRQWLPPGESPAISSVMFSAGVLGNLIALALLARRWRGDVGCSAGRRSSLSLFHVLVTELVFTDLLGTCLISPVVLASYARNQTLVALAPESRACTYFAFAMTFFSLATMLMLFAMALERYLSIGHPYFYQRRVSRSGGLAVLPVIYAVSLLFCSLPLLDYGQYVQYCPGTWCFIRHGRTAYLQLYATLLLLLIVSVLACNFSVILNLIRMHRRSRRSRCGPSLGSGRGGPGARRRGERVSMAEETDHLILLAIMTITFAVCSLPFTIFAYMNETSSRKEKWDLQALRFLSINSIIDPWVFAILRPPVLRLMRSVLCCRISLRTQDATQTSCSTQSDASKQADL
* hit, by the source's call; & = joins results of further samples. This is a subset; rates above refer to the full screens.

The first 7 compounds (preview)
EP2 modulator,canonical_smiles
-59,COc1ccc(C2(NS(=O)(=O)c3ccc4c(c3)oc(=O)n4C(C)C)CC2)cc1
-5,COC(=O)c1ccc(C2C(C(C)=O)=C(O)C(=O)N2CCc2c[nH]c3ccccc23)cc1 (stereo not drawn)
-44,Cc1nnc(SCC(=O)N2CCCC2)n1Cc1ccccc1
38,CCOc1nc(Nc2ccccc2F)nc(OCC)n1
-84,COc1ccccc1-n1nnnc1SCC(=O)Nc1ccc(C)cc1C
-21,CCC(C)(C)NC(=O)CN(C(=O)c1ccc(N2CCCC2)nc1)c1ccc(F)cc1
-18,CCOc1ccc2nc(Nc3nc(C)c(C(C)=O)c(C)n3)nc(C)c2c1

The whole of this part (from the top)
EP2 modulator,canonical_smiles
-59,COc1ccc(C2(NS(=O)(=O)c3ccc4c(c3)oc(=O)n4C(C)C)CC2)cc1
-5,COC(=O)c1ccc(C2C(C(C)=O)=C(O)C(=O)N2CCc2c[nH]c3ccccc23)cc1 (stereo not drawn)
-44,Cc1nnc(SCC(=O)N2CCCC2)n1Cc1ccccc1
38,CCOc1nc(Nc2ccccc2F)nc(OCC)n1
-84,COc1ccccc1-n1nnnc1SCC(=O)Nc1ccc(C)cc1C
-21,CCC(C)(C)NC(=O)CN(C(=O)c1ccc(N2CCCC2)nc1)c1ccc(F)cc1
-18,CCOc1ccc2nc(Nc3nc(C)c(C(C)=O)c(C)n3)nc(C)c2c1
-36,NC(=O)c1nc(-c2ccc(O)cc2)nc2c1[nH]c(=O)n2Cc1ccccc1
21,Cc1nc(C)c(C(=O)N[C@H](C)Cn2nnc3ccccc32)o1
12,CCn1nnc(NC(=O)COc2ccc(C(C)C)cc2)n1
-36,CCn1c(N2CCC(C(=O)NCCc3ccccc3F)CC2)nc2ccccc21
-66,CCn1c2ccccc2c2cc(NC(=O)C(=O)NCCCOC)ccc21
19,Cc1ccc2cc(C#N)c(SCC(=O)Nc3cccc(Cl)c3Cl)nc2c1
-16,COc1ccc(OCC(=O)Nc2ncc(Cc3cccc(Cl)c3)s2)cc1
-51,Cc1ncc([N+](=O)[O-])n1CC(=O)Nc1cccc(C(F)(F)F)c1
13,CC(=O)/C(C)=N/O
-6,COc1ccccc1OCc1nnc(SCC(=O)Nc2ccccc2Cl)n1C
5,CCN(CC)C(=O)CSc1nnc2c3ccccc3n(C)c2n1
-19,CC1CCCN(c2nc3c(c(=O)[nH]2)CN(CC2=Cc4ccccc4OC2)CC3)C1 (stereo not drawn)
13,COc1ccccc1NC(=O)CSc1nc2ccccc2n1CC(=O)N1CC(C)CC(C)C1 (stereo not drawn)

Gathered by group, those above containing an NH in an aromatic ring.
EP2 modulator,canonical_smiles
-5,COC(=O)c1ccc(C2C(C(C)=O)=C(O)C(=O)N2CCc2c[nH]c3ccccc23)cc1 (stereo not drawn)
-36,NC(=O)c1nc(-c2ccc(O)cc2)nc2c1[nH]c(=O)n2Cc1ccccc1
-19,CC1CCCN(c2nc3c(c(=O)[nH]2)CN(CC2=Cc4ccccc4OC2)CC3)C1 (stereo not drawn)

Other compounds follow.
EP2 modulator,canonical_smiles
6,O=c1[nH]c(NC2CCN(S(=O)(=O)c3ccc(C(F)(F)F)cc3)CC2)nc2c1CCC2
56,CCCC(c1nnnn1C1CCCCC1)N(Cc1cc2c(C)cc(C)cc2[nH]c1=O)C1CCCC1 (stereo not drawn)
16&17,Cc1ccc(S(=O)(=O)NC(=O)NN2CC3CCCC3C2)cc1 (stereo not drawn)
-59,O=C(NCCc1c[nH]c2ccccc12)c1ccccn1
8,CCC(CC)C(=O)Nc1nnc(Cc2ccc(OC)c(OC)c2)s1
-10,COc1ccc(C2NC(=O)C(C#N)=C(S)N2c2ccccc2C)cc1OC (stereo not drawn)
-17,CC(C)c1ccc(-c2nc(C(N)=O)c3[nH]c(=O)n(CC4CCCO4)c3n2)cc1 (stereo not drawn)
-38,Cc1cc(S(=O)(=O)Nc2ccncc2)c(Cl)cc1Cl
-55,COc1ccc(NC(=S)N2CCC(NC(=O)c3cccc(C)c3)CC2)cc1
13,CCC1c2ccsc2CCN1Cc1ccc(OC)c(OCCOC)c1 (stereo not drawn)
-21,COCCNC(=S)NNc1ncnc2sc3c(c12)CCCC3
11,Cc1ccc2[nH]c(=O)c(CN(CCc3ccccc3)S(=O)(=O)c3ccc4c(c3)OCCO4)cc2c1
-44,CCc1ccccc1-n1c(SCC(=O)N2CCCCC2)nnc1-c1cccnc1
-15,CCCc1cc(CNC(=O)C2(c3ccccc3F)CC2)on1
12,COC(=O)c1sc(NC(=O)c2cccc(OC)c2)c(C(=O)OC)c1C
-29,COc1cccc(N2CCN(CC(=O)Nc3sc(C)c(C)c3C#N)CC2)c1
-15,CN1CCN(c2ccc(NC(=O)COc3ccccc3)cc2)CC1
77*,COc1ccc2cc(C#N)c(SCC(=O)NC3CCCCC3C)nc2c1 (stereo not drawn)
-22,Cc1cc(=O)oc2c(O)c(O)ccc12
-77,CC(C)(C)NC(=O)Cn1nc(-c2cccs2)cc(N)c1=O
40,CCC(c1nnnn1CCc1ccccc1)N(Cc1cc2ccc(C)cc2[nH]c1=O)C1CCCCC1 (stereo not drawn)
-21,O=S(=O)(c1ccc(C(F)(F)F)cc1)N1CCN(N2CCOCC2)CC1
0,COc1cc(CN2C(=O)[C@H]3CCCN3C(=O)c3ccccc32)cc(OC)c1OC
17,c1cc(CSc2ncnc3nc[nH]c23)ccn1
13,CC1CCc2c(sc3nc(C(C)C)n4c(SCC(=O)N5CCCC5)nnc4c23)C1 (stereo not drawn)
-21,COc1ccc(C(C)C)cc1S(=O)(=O)N1CCC(O)(c2ccccc2)C1 (stereo not drawn)
-9,CCc1c(C)nc(NC2CCN(C(=O)c3ccc4c(c3)OCO4)CC2)[nH]c1=O
-16,Cc1cc(OCC(=O)Nc2sc3c(c2C#N)CCC3)ccc1Cl
-48,Cc1cc(NC(=O)c2cccs2)ncc1NC(=O)C(C)(C)C
-3,CN(C)CCN(Cc1cccs1)Cc1n[nH]nc1-c1ccccc1
-20,CCOC(=O)c1ccc(NC(=O)c2sc3nc(C)cc(C)c3c2N)cc1
-2,CCOC(=O)Cn1nnnc1CN(Cc1ccco1)Cc1cc2ccc(C)cc2[nH]c1=O
-16,CCN(CC)c1ccc2cc(C(=O)Nc3ccc(Br)cc3)c(=O)oc2c1
-11,Cc1cc2c(cc3c(=O)n(CC(=O)N4CCCC(C)C4)nc(C)n32)s1 (stereo not drawn)
-3,CC1=CC2=NC(=O)CC(C)(C(=O)NC(C)(C)CN3CCCC(C)C3)N2C=C1 (stereo not drawn)
-16,CCN(CC)C(=O)Cn1ncc2c3sc(C)cc3n(CC)c2c1=O
-2,CC[C@H](Cn1nc(-c2ccc(F)c(F)c2)ccc1=O)NC(=O)c1cnccn1
-69,OC(CN1CCC(O)(c2ccccc2F)CC1)c1ccc2ccccc2c1 (stereo not drawn)
-12,Cc1ccc(NC(=O)c2nc3ncccn3n2)cc1F
-5,COc1cc(OC)cc(C(=O)Nc2nc3ccc(F)cc3s2)c1
-8,Cc1ccc(CN(Cc2ncc[nH]2)C2CC(C)(C)NC(C)(C)C2)o1
-30,CCN1CCCC1CN(Cc1cc2cccc(C)c2[nH]c1=O)C(=O)Nc1ccccc1OC (stereo not drawn)
-19,COc1c(Cl)cc(Cl)cc1C(=O)Nc1nc2ccc(NC(C)=O)cc2s1
-9,COc1ccc(C(=O)N2CCN(Cc3ccco3)CC2)cc1OC
7,COc1ccc(N2CC(C(=O)OCC(=O)Nc3c(C)cccc3C)CC2=O)cc1 (stereo not drawn)
-147,Nc1ccc2nc(CCCc3nc4ccc(N)cc4s3)sc2c1
-14,CC(=O)Nc1ccc(S(=O)(=O)N2CCCC(c3[nH]ncc3-c3ccncc3)C2)cc1 (stereo not drawn)
-5,Cc1cc(NC(=O)CSc2nc3cc(C)c(C)cc3cc2C)no1
8,CC(C)NCC(O)c1ccc2ccccc2c1 (stereo not drawn)
23,COc1ccc(-n2c(COc3cccc4ccccc34)nnc2SCC(=O)O)cc1
20,CC(=O)OCC(=O)[C@H]1CCC2C3CC=C4C[C@@H](O)CC[C@]4(C)C3CC[C@@]21C (stereo partly drawn)
-39,O=C1OC(Nc2ccc3ccccc3c2)c2ccccc21 (stereo not drawn)
-2,COC(=O)c1c(NC(=O)Cc2cccs2)sc(C(=O)Nc2cc(C)ccc2C)c1C
23,COCCCn1c(=N)c(C(=O)OC)cc2c(=O)n3cc(C)ccc3nc21
-36,COc1ccc2cc(C)c3nn(CC(=O)N4CCC(C(N)=O)CC4)c(=O)n3c2c1
-27,CC1=NN(C(=O)c2ccco2)C(O)(c2cccnc2)C1 (stereo not drawn)
-17,Cc1nc(C)c(-c2csc(Nc3ccccc3C)n2)s1
-6,CCn1c(SCC(=O)Nc2ccc3c(c2)OCCO3)nnc1-c1ccoc1C
4,O=C(O)[C@@H](O)[C@@H](O)[C@@H](O)[C@@H](O)c1nc2ccccc2s1
3,CCOc1ccc(NC(=O)c2sc(NC(=O)c3ccccc3F)c(C(=O)OC)c2C)cc1

(continued)
EP2 modulator,canonical_smiles
-51,Cc1nc(NC(=O)CCc2ccccc2)sc1C
-43,CC(C(=O)N1CCC(C(=O)c2nccs2)CC1)c1ccccc1 (stereo not drawn)
-7,CCC(C)NC(=S)N(CCCN1CCOCC1)Cc1cc2cc(C)cc(C)c2[nH]c1=O (stereo not drawn)
-19,O=C(CN1CCC(O)(c2ccccn2)CC1)NCCc1ccc(F)cc1
20,O=C(NCCCO)C1CCN(S(=O)(=O)c2ccccc2)CC1
61*,CCOc1ccccc1NC(=O)CSc1nc(C2CC2)nc2sc(C)c(C)c12
-2,CCn1c(COc2ccccc2OC)nnc1SCC(=O)Nc1ccccc1F
-55,COC(=O)CCc1c(C)c(C#N)c2nc3ccccc3n2c1N1CCOCC1
-2,CCn1c[n+](CC(O)COc2ccc(C(C)=O)cc2)c2cc(C)c(C)cc21 (stereo not drawn)
-2,CCCn1c(SCC(=O)NC2CCCCC2)nnc1-c1cccnc1
-31,OC(CN1CCN(c2ccccn2)CC1)c1ccc(F)cc1 (stereo not drawn)
-72,CCn1nnc(NC(=O)COc2cc(C)c(Cl)c(C)c2)n1
-25,CC1(C)CC(N(Cc2ccncc2)Cc2coc3ccccc3c2=O)CC(C)(C)N1
-18,COc1ccc(N2CCN(C(=O)Cn3nc(C)n4c(cc5ccsc54)c3=O)CC2)cc1
-7,O=C(CCC1CCCC1)NCc1ccco1
-30,O=C(COc1ccc(S(=O)(=O)N2CCCC2)cc1)N1CCCCCC1
-69,CCOc1ccccc1N1C(=O)NC(=O)/C(=C/c2ccc(OC)c(OC)c2)C1=O
34,CC1(C)[C@@H]2CC[C@@](C)(C2)[C@@H]1OC(=O)c1ccccc1C(=O)O
-9,CC(=O)c1cc(C(=O)N2CCCC(c3noc(-c4ccccn4)n3)C2)cs1 (stereo not drawn)
17,C=CC[n+]1c(C)ccc2ccccc21

Two successive compounds from above, for reference:
EP2 modulator,canonical_smiles
-69,CCOc1ccccc1N1C(=O)NC(=O)/C(=C/c2ccc(OC)c(OC)c2)C1=O
34,CC1(C)[C@@H]2CC[C@@](C)(C2)[C@@H]1OC(=O)c1ccccc1C(=O)O

More records.
EP2 modulator,canonical_smiles
-3,CCN(CC)CCSc1nc(O)c(C)c(=O)[nH]1
-73,CN(C)c1ccc(C(=C2C=CC(=[N+](C)C)C=C2)c2ccc(N(C)C)cc2)cc1
44,CCC(c1nnnn1CCc1ccccc1)N(Cc1ccco1)Cc1cc2cc(C)c(C)cc2[nH]c1=O (stereo not drawn)
15,CSC(=N)N
-6,COC(=O)c1cc(-c2ccccc2)sc1NC(=O)C1CCCO1 (stereo not drawn)
-11,COc1ccc(CN2CCC(CNC(=O)c3cccc(OC)c3OC)CC2)cc1
-4,CCSc1ccccc1C(=O)Nc1nnc(CC)s1
-7,CC(C)N(C(=O)Cn1c(SCC(=O)N2CCCCC2)nc2ccccc21)C(C)C
-14,Cn1c(=O)n(C)c2cc(C(=O)N3CCC(c4ccncc4)CC3)ccc21
-3,CCn1c(SCC(=O)Nc2cccc(F)c2)nnc1-c1cccnc1
-100,COc1ccccc1N1CC(C(=O)OCC(=O)c2ccc(C)cc2)CC1=O (stereo not drawn)
6,COc1c(Cl)ccc(Cl)c1C(=O)O
12,CCOc1cc(CCC(=O)NC(C)c2ccccc2)on1 (stereo not drawn)
-5,CCO/C(C)=C/c1sc2ccc(Cl)cc2[n+]1CCCS(=O)(=O)[O-]
-16,Cn1c(=O)c(C(=O)Nc2cccc(Cl)c2)c(O)c2ccccc21
-73,Fc1ccc(-c2csc(N3CCN(C(=S)NCC4CCCO4)CC3)n2)cc1 (stereo not drawn)
-39,O=c1ccc(-c2ccc(F)cc2)nn1CC1CCN(S(=O)(=O)Cc2ccccc2)CC1
-86,Cc1ccc(C(O)CN2CCC(O)(c3cccc(C(F)(F)F)c3)CC2)cc1 (stereo not drawn)
35,CCC1=NN(C(=O)COc2c(C)cc(C)cc2C)C(O)(C(F)(F)F)C1 (stereo not drawn)
-51,Cc1csc(NC(=O)CSc2nccc(-c3ccccc3)n2)n1
-70,CC1(C(=O)Nc2ccc(Oc3ccc4c(c3)OCO4)cc2)CCCO1 (stereo not drawn)
-5,O=C(c1nc2ccccc2s1)C1CCN(C(=O)c2n[nH]c3c2CCC3)CC1
16,O=C(Nc1c[nH]c(=O)[nH]c1=O)Oc1ccccc1
-49,COc1ccccc1NC(=O)Cn1nnc(-c2ccccc2-n2cnnn2)n1
-35,N=C1C(c2nc3ccccc3s2)=C(O)CN1c1cccc(Cl)c1Cl
-32,CS(=O)(=O)N1CCCc2cc(C(O)CN3CCCC3)ccc21 (stereo not drawn)
-95,O=C(Nc1cc(Br)ccc1O)C1CC(c2ccccc2Cl)=NO1 (stereo not drawn)
14,C=CCN1CCN(C(c2ccc(OC)cc2)c2nnnn2C(C)(C)C)CC1 (stereo not drawn)
31,C[C@@H](CCC(=O)O)C(=O)O
-5,COc1ccc(C2CCN(Cc3cccnc3)CC2)cc1
-34,COC(=O)c1sc(NC(=O)c2ccc3c(c2)OCCO3)c(C#N)c1C

Compounds shown so far with bromine:
EP2 modulator,canonical_smiles
-16,CCN(CC)c1ccc2cc(C(=O)Nc3ccc(Br)cc3)c(=O)oc2c1
-95,O=C(Nc1cc(Br)ccc1O)C1CC(c2ccccc2Cl)=NO1 (stereo not drawn)
